Screens from PubChem.
ST2 inh: inhibitors of human ST2 (IL1RL1) binding to IL-33 | Q01638 | AlphaLISA ST2-Fc/biotin-IL-33 interaction, 1 h | inhibition, % for hits at 17 µM | hit rate 2.3% among 78,000 | AID 1259354; in the data active = inhibition above about 30%; inconclusive = mostly about 10% to 28%
Target sequence (Q01638 whole entry, looked up): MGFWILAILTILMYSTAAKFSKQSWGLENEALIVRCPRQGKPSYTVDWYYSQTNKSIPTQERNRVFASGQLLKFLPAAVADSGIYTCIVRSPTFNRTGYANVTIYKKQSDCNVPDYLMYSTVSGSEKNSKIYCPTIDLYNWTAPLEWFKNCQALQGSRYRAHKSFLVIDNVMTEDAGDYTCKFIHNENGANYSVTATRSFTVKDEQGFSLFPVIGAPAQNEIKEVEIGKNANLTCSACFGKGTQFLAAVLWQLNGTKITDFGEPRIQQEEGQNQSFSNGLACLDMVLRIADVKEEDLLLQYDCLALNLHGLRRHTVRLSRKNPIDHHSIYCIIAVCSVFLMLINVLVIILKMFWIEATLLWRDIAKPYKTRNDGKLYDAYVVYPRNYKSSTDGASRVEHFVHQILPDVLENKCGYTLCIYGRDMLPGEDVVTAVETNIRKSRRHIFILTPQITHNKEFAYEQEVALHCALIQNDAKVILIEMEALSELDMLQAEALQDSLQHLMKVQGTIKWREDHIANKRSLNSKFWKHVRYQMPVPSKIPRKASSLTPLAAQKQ
An asterisk follows results filed as active; i = inactive; ? = inconclusive. These rows are one share of the data. The share of hits here may be higher or lower than overall.

SMILES	ST2 inh
CC(C)NCCCOc1ccc(Cl)cc1Br	i
Cc1cc(S(=O)(=O)N2CCc3c(nc[nH]c3=O)C2)c(C)s1	?
CC1(C)C(C=C(Cl)Cl)C1C(=O)Nc1ccc(S(=O)(=O)Nc2nccs2)cc1 (stereo unspecified)	i
O=C(NCC1OCCc2ccccc21)c1ccccc1 (stereo unspecified)	i
O=C(CN1C(=O)/C(=C/c2ccccc2F)Sc2ccccc21)NCc1ccccc1Cl	i
COC(=O)C1C(c2ccc(N(C)C)cc2)C(C(=O)OC)S(=O)(=O)CS1(=O)=O (stereo unspecified)	i
CCCn1c(Oc2ccc(C(C)(C)C)cc2)nc2c1c(=O)n(C)c(=O)n2C	i
CC(C)CN(Cc1cnn(C)c1)Cc1cccc2nonc12	i
CC(=O)Nc1ccc(S(=O)(=O)N2CCCC(C(=O)O)C2)cc1 (stereo unspecified)	i
CNCCCC1c2ccccc2C=Cc2ccccc21	?
CCOc1ccc(C2CC(c3c(Cl)cccc3Cl)n3nc(N)nc3N2)cc1 (stereo unspecified)	?
O=C(NCc1ccc2c(c1)OCO2)Nc1ccccc1	i
Cc1cc2c(C)nc(N3CCC(N4CCCN(C(=O)c5ccco5)CC4)CC3)nc2cc1F	?
OC1CCN(c2ccnc(-c3cccc4[nH]ccc34)n2)C1 (stereo unspecified)	i
COCCNC(=O)C1c2cc(OC)c(OC)cc2C(=O)N(C)C1c1ccccc1F (stereo unspecified)	i
CCn1nc(C(=O)N2CCSCC2)c2c1CCC(NCc1ccc(OC(F)(F)F)cc1)C2 (stereo unspecified)	?
Cc1nc(CN2CCOc3c(O)cc(-c4ccccc4C)cc3C2)co1	i
O=C(c1cc(-c2ccc(Br)cc2)on1)N1CCCCC1	i
COc1ccccc1C(=O)Nc1ccc(C)c(OCc2cc(=O)n3cccc(C)c3n2)c1	?
CCN(CC)C(=O)Cn1cnc2sc(C(=O)N3CCCCC3C)c(C)c2c1=O (stereo unspecified)	?
COc1ccc(C2CC(c3cccs3)=NN2C(=O)c2ccc(Br)o2)cc1 (stereo unspecified)	?
Cc1cccc(N(CC(=O)Nc2cccc(Br)c2)S(C)(=O)=O)c1C	i
Cn1ccnc1CN1CCC(CCCc2ccccc2)(C(=O)O)CC1	?
CC(=O)c1cccc(N2COc3ccc(Br)cc3C2)c1	i
CC1=C[C@@H](CNCc2ccncc2)[C@H](C(C)C)C[C@H]1Cc1nnc(-c2ccc(N(C)C)cc2)o1	?
NC(=O)c1ccc(-n2nnnc2SCC(=O)NC2CCCCC2)cc1	i
Cc1nc2c(C(=O)NC3CCCC3)c[nH]n2c(=O)c1Cc1ccc(Cl)cc1	?
CNC(=O)N1c2ccccc2CCc2ccccc21	?
COc1ccccc1CN(Cc1ccc2[nH]ccc2c1)C1CC1	?
CCOC(=O)C1(Cc2ccccc2C)CCCN(C(=O)CCc2cnccn2)C1 (stereo unspecified)	i

Reformatted comma-delimited: entries from further up
smiles,ST2 inh
CC(=O)c1cccc(N2COc3ccc(Br)cc3C2)c1,i
NC(=O)c1ccc(-n2nnnc2SCC(=O)NC2CCCCC2)cc1,i
COc1ccccc1CN(Cc1ccc2[nH]ccc2c1)C1CC1,?
COc1ccc(C2CC(c3cccs3)=NN2C(=O)c2ccc(Br)o2)cc1 (stereo unspecified),?
CC1=C[C@@H](CNCc2ccncc2)[C@H](C(C)C)C[C@H]1Cc1nnc(-c2ccc(N(C)C)cc2)o1,?
Cc1nc2c(C(=O)NC3CCCC3)c[nH]n2c(=O)c1Cc1ccc(Cl)cc1,?
Cn1ccnc1CN1CCC(CCCc2ccccc2)(C(=O)O)CC1,?

(continued)
SMILES	ST2 inh
CCOc1ccc(CC(=O)Nc2cccc(N3CCCS3(=O)=O)c2)cc1	?
Cc1sc2c(c1C)c(=O)n(-c1ccc(Cl)c(Cl)c1)c(=O)n2CC(N)=O	?
CN(Cc1cccc2cccnc12)c1ncnc2nc[nH]c12	i
Cc1nn(-c2ccccc2)c(C)c1[C@@H]1C=C[C@@H](NC(=O)c2ccc(N(C)C)cc2)C1	?
COC(=O)c1ccc(C(=O)Nc2nc3c(C)cc(C)cc3s2)cc1	i
CC1(C)CC(=O)C2=C(C1)OC(N)=C(C#N)C2c1cccc(Br)c1 (stereo unspecified)	?
O=C(c1sc2ccccc2c1Cl)n1cc(Cl)cn1	i
Cc1nn(Cc2ccccc2)c(C)c1NC(=O)CCCn1nc([N+](=O)[O-])cc1C	i
CCSc1nc2nc3c(cc2c(=O)n1-c1ccccc1C)COC(C)(C)C3	?
COC(=O)c1ccc(C(=O)Nc2nc3ccc(S(C)(=O)=O)cc3s2)cc1	i
CC1(C)CCCC2=C1CC1C(=O)N(O)C(=O)C1C2 (stereo unspecified)	i
O=C(CSc1nc2ccccc2[nH]1)N1CCCCCC1	i
COc1ccc(OC)c(CN2C(=O)CCC2(C)C(=O)NC2CCCCC2)c1 (stereo unspecified)	i
Cc1ccc(NC(=O)Cn2cnc3c2c(=O)n(C)c(=O)n3C)nc1	i
Cc1nc(N)nc(C)c1CC(=O)N1CCC2(CCOCC2)CC1	i
O=C(CCN1CCOCC1)NC1CCCN(C2CCCCCC2)C1 (stereo unspecified)	i
NC(=O)c1ccccc1-c1cccc2ccccc12	i
CCCOc1ccc(C(=O)Nc2ccc(OCC)cc2)cc1	i
Cc1ccc(C(=O)N2CCC(n3nccc3NC(=O)Nc3ccccc3Cl)CC2)cc1C	i
CC(=O)Nc1cccc(-c2cc(C(F)(F)F)cc3[nH]cnc23)c1	i

The final 3 compounds of the section before come first, to join the parts:
SMILES	ST2 inh
CCCOc1ccc(C(=O)Nc2ccc(OCC)cc2)cc1	i
Cc1ccc(C(=O)N2CCC(n3nccc3NC(=O)Nc3ccccc3Cl)CC2)cc1C	i
CC(=O)Nc1cccc(-c2cc(C(F)(F)F)cc3[nH]cnc23)c1	i
O=C(O)Cc1c(-c2ccc(Cl)cc2)nc2ccccc2c1C(=O)O	i
O=C(O)c1c[nH]c2ccc(S(=O)(=O)NCc3ccc4c(c3)OCO4)cc2c1=O	i
COc1ccc(C)cc1NC(=O)c1cncc(Br)c1	i
CCCCOC(=O)c1ccc(OC(=O)c2sc3ncn(CC)c(=O)c3c2C)cc1	i
COc1cc2c(cc1OC)C(C)=NC(C)(C)C2	?
CCSc1ncc(CN2CCCC3(CCN(C(=O)C(C)(C)C)C3)C2)cn1 (stereo unspecified)	i
Cc1cccc(CN2C(=O)c3oc4ccccc4c3OCC2(C)C(=O)NC2CCCC2)c1 (stereo unspecified)	i
COC(=O)C1C(=O)C2=C(CC1C)NC(C)=C(C(=O)OC1CCCCC1)C2c1cccc(Cl)c1 (stereo unspecified)	i
COC(=O)[C@@H](Cc1cccnc1)NC(=O)[C@H]1CN(C(C)=O)CCN1C(=O)C1CCCCC1	i
Cc1ccc(-c2nc3cnccn3c2Nc2ccc3c(c2)OCO3)o1	i
Cc1ccc(C(C)C)c(OCC(O)CN2CCOCC2)c1 (stereo unspecified)	i
Cc1cc(C)c(NC(=O)CS(=O)(=O)c2cccc3nsnc23)c(C)c1	i
COc1cc(C2c3cc4c(c(OC5OC(CO)C(O)C(O)C5O)c3CC3COC(=O)C32)OCO4)cc(OC)c1OC (stereo unspecified)	i
COc1ccccc1C1SCCN1S(=O)(=O)c1cccc(C)c1 (stereo unspecified)	i
COc1ccc(C2C(=O)N(C3CCCCC3)CC(=O)N2Cc2ccco2)cc1 (stereo unspecified)	i
CNc1ncccc1C(=O)N(CCOC)Cc1ccc(C)cc1	i
Cc1ccc(NC(=O)COc2ccccc2)cc1	i
O=C(NCCCO)c1ccc(CSc2nc3sc4c(c3c(=O)[nH]2)CCC4)cc1	i
COCC(=O)N[C@H]1CCN2C(=O)c3cc(-c4cccc(C)c4C)ccc3NC(=O)[C@@H]2C1	i
CC(C)NC(=O)c1cc(-c2ccc(Br)cc2)on1	i

Next section, starting with the last two of the part before.
SMILES	ST2 inh
COCC(=O)N[C@H]1CCN2C(=O)c3cc(-c4cccc(C)c4C)ccc3NC(=O)[C@@H]2C1	i
CC(C)NC(=O)c1cc(-c2ccc(Br)cc2)on1	i
Cc1ccc(Nc2cc(-n3nc(C)cc3C)ncn2)c(C)c1	i
CCOC(=O)N1CCC(N2CCCC(Nc3ccc4c(c3)OCO4)C2)CC1 (stereo unspecified)	?
Cc1ccc(NC(=O)C(=O)NCCN2CCOCC2)c(C)c1	?
Cc1cccn2c(=O)c3cc(C(=O)NC(c4ccccc4)c4ccccc4)n(C)c3nc12	?
Cc1ccccc1NS(=O)(=O)c1cccc2cccnc12	i
O=C(O)c1ccc(NC(=O)c2ccc(F)c(S(=O)(=O)N3CCOCC3)c2)cc1	?
COc1cccc(CN2CCCC3(CCN(C(=O)c4ncc(C)[nH]4)C3)C2)c1 (stereo unspecified)	i
COc1cc(C2C(C#N)=C(N)OC3=C2C(=O)CC(c2ccccc2)C3)ccc1O (stereo unspecified)	i
COc1cccc(CC(C2CCN(C(=O)Cc3ccccc3C)CC2)N(C)C(=O)c2cccnc2)c1 (stereo unspecified)	?
Cc1ccc(N2C(=O)C3CCCCC3C2=O)cc1C (stereo unspecified)	i
c1ccc(-n2cc(C3NCCc4[nH]cnc43)c(-c3ccncc3)n2)cc1 (stereo unspecified)	?
Cc1ccc2ncccc2c1CNCC1(O)CCCN(CC2CCC2)C1=O (stereo unspecified)	?
O=C(NCc1cccs1)c1cc(C2CC2)on1	i
CC(=NCCCn1ccnc1)c1c(C(F)(F)F)[nH]n(-c2nc3ccccc3s2)c1=O	i
O=C1NC(=O)/C(=C\c2cccc([N+](=O)[O-])c2)S1	i
COc1ccc(NS(=O)(=O)c2cc(Cl)ccc2Cl)cc1Cl	i
Oc1ccc(-c2csc(Nc3ccccn3)n2)c(O)c1	?
CCCn1c(CN2CCOCC2)nc2c1c(=O)[nH]c(=O)n2C	i
COc1ccc(C(=O)Nc2nnc(Cc3ccc(Cl)cc3)s2)cc1[N+](=O)[O-]	?
COc1ccc(NS(=O)(=O)c2ccc3c(c2)CCC(=O)N3)cc1OC	i
COc1ccc(Nc2cc(C)nc(Nc3ccc(NC(=O)C(C)(C)C)cc3)n2)cc1	?
Cc1cccc(NC(=O)c2ccc([N+](=O)[O-])cc2)c1C	i
Nc1cnc(-c2ccc(F)cc2Cl)cn1	i
Cn1cnnc1Sc1ccc(CN2CC[C@@H](c3ccc(F)cc3)[C@H](O)C2)o1	i
COc1ccc(OC)c(-c2c(C#N)c(N)nc(OC)c2C#N)c1	i
CCCc1cc(C(=O)Nc2ccc(Br)cc2)no1	i
CC(O)CSc1nc2c(c(=O)n(C)c(=O)n2C)n1Cc1ccc(Cl)cc1 (stereo unspecified)	i
OC[C@H]1O[C@@H](OCc2ccccc2)[C@H](O)[C@@H](O)[C@@H]1O	i
O=C(c1cc(-c2cccs2)on1)N1CCN(c2ccccc2)CC1	i
Cc1cc(C(=O)Nc2sc3c(c2C#N)CCC(C(C)(C)C)C3)no1 (stereo unspecified)	?
CCOC(=O)c1ccc(N2CCC3(CC2)C(=O)Nc2ccccc23)nc1	?
O[C@@H]1C[C@@H](c2nc(-c3ccc(OC(F)(F)F)cc3)no2)N(Cc2ccccc2)C1	i
N#Cc1c(NC(=O)CN2CCCCC2)sc2c1CCCC2	i
c1ccc(C(Cc2nc(C3CC3)n[nH]2)c2ccco2)cc1 (stereo unspecified)	?
O=C(O)c1ccc(NS(=O)(=O)c2cccc(S(=O)(=O)c3ccc(Cl)cc3)c2)cc1	i
CN(Cc1cc2ccccc2s1)C(=O)c1cc(CN2CCOCC2)on1	?
CCOC(=O)C1C(=O)C=C(c2ccc(OC)cc2)CC1c1ccc(C)cc1 (stereo unspecified)	i
Cc1cc(Br)ccc1OCC(=O)Nc1ccccc1Cl	i
Fc1cccc(CN2CCCCCC2)c1	i
Cc1ccc(-n2c(CN3CCN(S(=O)(=O)c4cc(F)cc(F)c4)CC3)nc3cccnc32)cc1	i
CCOC(=O)CCSc1nc(C)c2cc(C)ccc2n1	i
Cc1cccc(C)c1NC(=O)c1cc2c(=O)n3cccc(C)c3nc2n1C	?
O=C1CCC(=O)N1C1c2ccccc2Oc2ccccc21	i
CC1=NN2C(=N)CC(=O)N=C2S1	i
Cc1csc(NC(=O)c2ccc(CN(C)CC(C)C)cc2)n1	i
Cc1ccccc1CSCCNC(C)CO (stereo unspecified)	?
CCC(C)NC(=O)C1Cc2ccccc2CN1S(C)(=O)=O (stereo unspecified)	i
Cc1c(C(=O)NC2CCCC2)oc2ccc(S(=O)(=O)N(C)C3CCCCC3)cc12	i
COc1ccc(CC(=O)NCC(=O)n2nc(C)cc2C)cc1	?
Cn1nnnc1SCCNC(=O)C1(c2ccccc2F)CC1	?

Later entries:
SMILES	ST2 inh
Cc1cc(OC2CCCCC2)nc(-c2ccccc2O)n1	i
Cc1cc(C(=O)Nc2c(C)nn(Cc3ccc(Cl)c(Cl)c3)c2C)no1	i
Cn1c(=O)c2c(nc(Oc3ccc(Cl)cc3)n2Cc2ccccc2)n(C)c1=O	?
COC(=O)C1CCN([C@H]2[C@@H]3OC[C@@H](O3)[C@@H](NC(=O)Nc3ccc(OC)cc3)[C@@H]2O)CC1	i
Nc1nc2c(c3c1c(=O)oc1ccccc13)CCCCC2	i
COc1ccc2cc(CN3CCN([C@H]4CCCC[C@@H]4O)CC3)c(=O)[nH]c2c1	?
COc1ccccc1N1C(=O)C2CCC(C)CC2C1=O (stereo unspecified)	i
Cc1ccccc1C(=O)Oc1ccc2oc(C)c(C(=O)OC(C)C)c2c1	i
Cc1[nH]nc(CCC(=O)N2CCC3(CCCN(CCc4ccccc4)C3)C2)c1C (stereo unspecified)	i
N#Cc1c2c(c(NCCCO)n3c1nc1ccccc13)CCC2	31.0%*
COc1ccc(-c2ccc(/C=C3/SC(N4CCN(C(C)=O)CC4)=NC3=O)o2)cc1	?
O=C(c1ccccc1F)N1CCCC(N2CCN(Cc3ccc4c(c3)OCO4)CC2)C1 (stereo unspecified)	?
Cc1ccc(S(=O)(=O)Nc2ccc3c(c2)ncn3C2CCCCC2)cc1	i
CC(=O)Nc1ccc(NC(=O)c2ccccc2I)cc1	i
O=S(=O)(c1ccc(Cl)cc1)N1CCN(c2cccc(Cl)c2)CC1	i
CC(=O)N(c1ccc(Cl)cc1)c1c[nH]c2ccccc12	i
NC(=O)c1cccc(CC2CCN(C(=O)CCc3cn4ccccc4n3)C2)c1 (stereo unspecified)	i
